MEX-5 binding = C. elegans MEX-5 TCR-2 RNA binding activity | Q9XUB2 | MEX-5/FITC-TCR2 RNA binding, fluorescence polarization; stronger effect = lower value | activity score (negative = inhibition of binding), % at 10 µM | actives 0.38% (n = 300,000) | AID 1832;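 active = inhibition past about -25% in most replicates, and total fluorescence under double the plate's negative control median, limit read from the data; inconclusive = replicates evenly split on the limit, or fluorescence at least double controls; inactive = too little inhibition in most replicates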;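 note: 0% = DMSO and -100% = 5 µM competing unlabeled TCR2 RNA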
Target sequence (Q9XUB2 whole entry, looked up): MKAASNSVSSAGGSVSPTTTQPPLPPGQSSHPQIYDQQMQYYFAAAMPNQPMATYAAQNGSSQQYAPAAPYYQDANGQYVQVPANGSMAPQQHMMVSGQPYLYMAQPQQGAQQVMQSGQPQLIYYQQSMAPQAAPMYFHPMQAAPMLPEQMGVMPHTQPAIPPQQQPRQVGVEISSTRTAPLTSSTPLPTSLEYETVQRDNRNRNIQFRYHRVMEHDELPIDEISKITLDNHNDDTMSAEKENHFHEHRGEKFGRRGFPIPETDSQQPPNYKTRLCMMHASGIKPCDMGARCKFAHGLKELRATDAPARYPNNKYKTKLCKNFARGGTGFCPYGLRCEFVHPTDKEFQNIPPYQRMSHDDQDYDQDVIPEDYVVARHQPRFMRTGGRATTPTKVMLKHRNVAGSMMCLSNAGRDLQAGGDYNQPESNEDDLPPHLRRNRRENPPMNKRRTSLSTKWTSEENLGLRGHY
MCL1-BIM inh = MCL1-BIM-BH3 interaction inhibition (human). inhibition, % at 10.9 µM. Q07820. actives 0.68% (n = 320,000). GST-MCL1 / FITC-Bim-BH3 fluorescence polarization. AID 2057;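 active = inhibition above the mean inhibition of all tested compounds plus 3 SD, set per campaign, cut at about 40% in these data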;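 note: 0% = DMSO wells and 100% = unlabeled Bim-BH3 peptide control; higher means more loss of mP so more displacement of Bim peptide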
Target sequence (Q07820 whole entry, looked up): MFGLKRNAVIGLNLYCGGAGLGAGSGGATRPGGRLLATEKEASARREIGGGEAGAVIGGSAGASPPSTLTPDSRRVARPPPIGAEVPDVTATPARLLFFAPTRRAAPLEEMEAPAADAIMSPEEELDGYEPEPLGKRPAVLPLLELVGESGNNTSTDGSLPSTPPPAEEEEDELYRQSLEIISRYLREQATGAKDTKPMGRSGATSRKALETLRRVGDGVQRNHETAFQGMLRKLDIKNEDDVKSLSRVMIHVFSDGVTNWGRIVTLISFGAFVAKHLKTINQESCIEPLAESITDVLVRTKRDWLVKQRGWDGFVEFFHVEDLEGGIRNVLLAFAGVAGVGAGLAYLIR
CIT2 TOR yeast = alters CIT2-GFP fluorescence in TOR pathway yeast screen | GFP response vs DMSO, % at 10 µM | S. cerevisiae CIT2-GFP strain, flow cytometry, 3 h; 100 means same as DMSO wells | AID 2029 | actives 0.065% (n = 320,000);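 active = GFP response relative to DMSO above a set limit, near the screen mean plus 3 SD, cut at about 150% in these data; inconclusive = Fewer than 70 cells measured for a yeast strain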;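 note: ratio of well median GFP fluorescence to mean of DMSO wells on the plate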
GRK2 inh = blocks RNA aptamer binding to human GRK2. bead flow cytometry, FAM-aptamer displacement from GRK2. inhibition of aptamer binding, % at 10 µM. actives 0.59% (n = 330,000);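 active = inhibition of aptamer binding above 40%, roughly 3 SD of noise, on plates passing a quality check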;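 note: median bead fluorescence of bound FAM aptamer so fluorescent compounds give negative values; no value below 0 was filed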
BCLXL inh = blocks human Bcl-xL binding to Bim BH3 peptide; inhibition, % at 10.9 µM; GST-Bcl-xL / FITC-Bim BH3 peptide fluorescence polarization; actives 0.7% (n = 320,000); Q07817;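 active = inhibition above the mean of all tested compounds plus 3 SD, cutoff set per campaign, cut at about 30% in these data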;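 note: 0% = DMSO wells and 100% = unlabeled Bim-BH3 peptide competitor; inhibitors lower millipolarization by displacing the labeled peptide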
Target sequence (Q07817 whole entry, looked up): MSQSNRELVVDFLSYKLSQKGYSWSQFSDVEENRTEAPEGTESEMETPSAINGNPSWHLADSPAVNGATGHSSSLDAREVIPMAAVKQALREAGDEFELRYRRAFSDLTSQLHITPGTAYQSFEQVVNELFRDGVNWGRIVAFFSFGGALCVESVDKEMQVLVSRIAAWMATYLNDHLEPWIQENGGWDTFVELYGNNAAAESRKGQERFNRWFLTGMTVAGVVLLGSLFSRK
GLD-1 RNA inh = GLD-1-TGE RNA interaction inhibition (C. elegans) | Q17339 | purified GLD-1 + fluorescein TGE RNA, fluorescence polarization | inhibition, % at 5.96 µM | actives 0.44% (n = 320,000) | AID 2280;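 active = percent inhibition above a per-plate cutoff, the plate mean of test compounds plus 3 SD, cut at about 30% in these data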;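 note: 0% = DMSO wells with GLD-1 and probe and 100% = wells lacking GLD-1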
VLA-4 inh = inhibition in a human VLA-4 binding assay; P13612; VLA-4 expressing cells, ligand binding flow cytometry; inhibition, % (about 7 µM as worked out from the volumes in the protocol); actives 0.2% (n = 330,000); in the data active = inhibition above about 50%
Yeast superoxide = caloric restriction mimetics inhibiting age-related superoxide in yeast; S. cerevisiae aged cells, superoxide DHE fluorescence; stronger effect = lower value; superoxide response (% of plate mean), % at 10 µM; actives 0.18% (n = 330,000); AID 2690;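 active = superoxide response under a set limit, about three screen SD below normal, cut at about 65% in these data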;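 note: yeast aged for seven days with compound at 30 °C before DHE staining; 100% = average MFI of all compound-treated wells on the plate with controls excluded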
AGP1 TOR yeast = modulators of TOR pathway AGP1-GFP in S. cerevisiae; S. cerevisiae AGP1-GFP multiplex flow cytometry, 3 h; GFP as percent of DMSO wells; GFP response vs DMSO, % at 10 µM; actives 0.02% (n = 320,000); AID 2066;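 active = GFP response relative to DMSO above a set limit, near screen average plus 3 SD, cut at about 150% in these data; inconclusive = fewer than 70 cells counted for the yeast strain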;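 note: median GFP channel fluorescence of the gated AGP1 strain per well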
An asterisk follows results filed as active; ? = inconclusive; . = no result given; [ ] = dose if it differs, or a comment.

SMILES	MEX-5 binding	MCL1-BIM inh	CIT2 TOR yeast	GRK2 inh	BCLXL inh	GLD-1 RNA inh	VLA-4 inh	Yeast superoxide	AGP1 TOR yeast
O=C(O)CCN1C(=O)c2ccc(NC(=O)COc3ccccc3)cc2C1=O	5.0	-2	92	8	1	-2	8	98	83
CC(=O)Nc1ccc(NC(=O)CCC(=O)OCC(=O)c2cccc([N+](=O)[O-])c2)cc1	1.7	0	89	0	0	-1	19	103	92
O=C(OCCN1CCOCC1)c1ccc(OCCN2CCOCC2)cc1	0.2	0	84[may fluoresce red]	0	0	8	-4	84	?
Cc1ccc(-n2nc3c(=O)n(CCCC(=O)NCc4ccccc4Cl)nc(C)c3c2C)cc1	1.3	1	99	2	6	0	6	120	85
CC(=O)c1ccc(NC(=S)NNC(=O)NC2CCCCC2)cc1	1.0	-15	102	0	-21	0	3	97	101
COc1ccccc1C(=O)Nc1ccc2ccccc2c1	-2.2	2	.	0	3	4	-2	99	.
O=C1c2ccccc2C(=O)C1c1ccc(O)cc1	1.4	1	87	1	3	7	6	104	89
CN(c1ccccc1)S(=O)(=O)c1cc(C(=O)N2CCN(c3ncccn3)CC2)ccc1Cl	.	.	93	0	.	5	2	115	92
CC(C)(C)C(=O)COC(=O)c1cc(-c2cccnc2)nc2ccccc12	-2.8	4	85	3	5	7	-5	95	87
NS(=O)(=O)c1ccc(NC2=CC(=O)C(=O)c3ccccc32)cc1	-2.6	13	105	0	10	2	3	124	90
Cc1ccc(CC(=O)NCCCc2ccccc2)cc1	0.4	-4	87	5	1	7	-2	114	100
COc1ccc(C(=O)CSc2ncnc3nc[nH]c23)cc1	0.9	8	103	2	4	-1	5	94	104
Cc1noc(C)c1CSc1nnc2n(-c3ccccc3)c(=O)c3ccccc3n12	-0.6	-7	105	3	19	9	2	107	99
O=C1CCCC2=C1C(c1ccc(OS(=O)(=O)c3ccc(Cl)cc3)cc1)C1=C(CCCC1=O)O2	0.7	-10	98	2	-4	4	8	108	98
CCN(CC)C(=O)C(=O)c1cccn1-c1cccc(OC)c1C#N	-2.0	-3	109	3	0	4	-3	89	98
COc1ccc(C(=O)C2CCCN(C(=O)c3ccc(F)cc3)C2)cc1OC (centres undefined)	3.0	2	96	0	0	8	9	105	89
CC(C)Cc1nnc(NC(=O)CCC(=O)NC2CCCCCCC2)s1	1.5	0	95	2	5	3	0	97	100
Cc1ccc(/C=N/NC(=O)c2cccs2)cc1[N+](=O)[O-]	-1.2	6	101	1	6	4	-7	87	99
O=C(COC(=O)c1n[nH]c2ccccc12)Nc1ccccc1Br	.	.	101	0	.	-2	1	105	98
CCc1cccc(CC)c1NC(=O)NC1CCCCC1	3.4	0	108	0	1	-4	5	105	100

Three consecutive records already listed:
SMILES	MEX-5 binding	MCL1-BIM inh	CIT2 TOR yeast	GRK2 inh	BCLXL inh	GLD-1 RNA inh	VLA-4 inh	Yeast superoxide	AGP1 TOR yeast
O=C1CCCC2=C1C(c1ccc(OS(=O)(=O)c3ccc(Cl)cc3)cc1)C1=C(CCCC1=O)O2	0.7	-10	98	2	-4	4	8	108	98
CCN(CC)C(=O)C(=O)c1cccn1-c1cccc(OC)c1C#N	-2.0	-3	109	3	0	4	-3	89	98
COc1ccc(C(=O)C2CCCN(C(=O)c3ccc(F)cc3)C2)cc1OC (centres undefined)	3.0	2	96	0	0	8	9	105	89

Further compounds follow:
SMILES	MEX-5 binding	MCL1-BIM inh	CIT2 TOR yeast	GRK2 inh	BCLXL inh	GLD-1 RNA inh	VLA-4 inh	Yeast superoxide	AGP1 TOR yeast
COc1cccc(NC(=O)N2CCC(n3nnc4ccccc43)CC2)c1	0.0	-2	102	9	3	4	-6	94	96
CCC(=O)Nc1nn(C)c2nc3c(C)cccc3cc12	-0.7	-2	100	1	4	0	14	89	99
O=C(O)C1=C[C@@H](C2CC2)C[C@@H](OCCCCO)O1	-2.0	8	.	.	8	4	.	.	.
Cc1nnc(SCC(=O)N/N=C/c2cc(Cl)c(O)c(Cl)c2)s1	-0.2	-9	104	8	0	1	10	100	83
O=C(NC1CCCC1)C1CCC(CNS(=O)(=O)c2ccccc2)CC1 (centres undefined)	0.5	-2	109	6	-1	2	1	85	103
Cc1c(C(=O)NCC2CCCO2)oc2c(Cl)cccc12 (centres undefined)	0.2	-4	103	0	-4	6	4	118	106
COCCNC(=O)CSc1ccccc1C(=O)O	0.0	6	103	0	5	5	14	81	92
CCCC1O[C@@H]2CC3C4CCC5=CC(=O)C=C[C@]5(C)C4C(OC(C)=O)C[C@]3(C)[C@]2(C(=O)COC(C)=O)O1 (some centres undefined)	-1.4	4	92	3	-4	1	-98	100	98
O=C(NCCc1ccccn1)c1cc2ccccc2o1	-2.4	1	97	0	3	-1	-1	103	95
NC(=O)CN1C(=O)C(O)(CC(=O)c2ccccc2O)c2ccccc21 (centres undefined)	-1.4	5	111	1	2	5	1	106	107
CC(=O)N(Cc1cc(=O)[nH]c2ccccc12)c1ccc(C)cc1C	-1.7	4	101	0	2	4	-12	83	106
CC(C)(C)NC(=S)N/N=C/c1cc(Br)c(O)c(Br)c1	.	11	95	3	-1	-1	1	97	107
COc1ccc(N2CCN(c3ncnc4scc(-c5ccc(F)cc5)c34)CC2)cc1	2.3	-1	.	0	5	2	-3	106	84
Cc1ccccc1NC(=O)CCN1CCCCCC1	0.3	6	106	0	4	4	-8	95	108
COC(=O)[C@@H]1CCCN1C(=O)c1cc(COc2cccc3cccnc23)on1	0.8	3	94	6	8	6	4	101	97
Cc1nn(C)cc1CNC(=O)c1cccc(Br)c1	-0.1	-5	91	3	0	-5	8	100	96
Cc1ccc(-c2noc(CC(c3ccccc3)c3ccccc3)n2)cc1	-3.1	4	108	0	6	6	1	97	95
CC(=O)c1cccc(NC(=O)C2CC(c3ccc(F)cc3)=NO2)c1 (centres undefined)	-0.6	9	98	3	10	6	4	98	100
CCOC(=O)c1[nH]c(C)c(/C(O)=C2\C(=O)C(=O)N(CCN(C)C)C2c2ccncc2)c1C (centres undefined)	1.1	-1	89	2	3	-1	13	125	87
CCCn1nnnc1SCC(=O)N1CCN(C(=O)c2ccco2)CC1	-2.2	-7	111	3	-2	9	4	94	104

An excerpt of these results, as comma-separated lines.
compound,MEX-5 binding,MCL1-BIM inh,CIT2 TOR yeast,GRK2 inh,BCLXL inh,GLD-1 RNA inh,VLA-4 inh,Yeast superoxide,AGP1 TOR yeast
O=C(O)C1=C[C@@H](C2CC2)C[C@@H](OCCCCO)O1,-2.0,8,.,.,8,4,.,.,.
Cc1nnc(SCC(=O)N/N=C/c2cc(Cl)c(O)c(Cl)c2)s1,-0.2,-9,104,8,0,1,10,100,83
O=C(NC1CCCC1)C1CCC(CNS(=O)(=O)c2ccccc2)CC1 (centres undefined),0.5,-2,109,6,-1,2,1,85,103
Cc1c(C(=O)NCC2CCCO2)oc2c(Cl)cccc12 (centres undefined),0.2,-4,103,0,-4,6,4,118,106
COCCNC(=O)CSc1ccccc1C(=O)O,0.0,6,103,0,5,5,14,81,92
CCCC1O[C@@H]2CC3C4CCC5=CC(=O)C=C[C@]5(C)C4C(OC(C)=O)C[C@]3(C)[C@]2(C(=O)COC(C)=O)O1 (some centres undefined),-1.4,4,92,3,-4,1,-98,100,98
O=C(NCCc1ccccn1)c1cc2ccccc2o1,-2.4,1,97,0,3,-1,-1,103,95

Additional compounds follow:
SMILES	MEX-5 binding	MCL1-BIM inh	CIT2 TOR yeast	GRK2 inh	BCLXL inh	GLD-1 RNA inh	VLA-4 inh	Yeast superoxide	AGP1 TOR yeast
O=C1c2cccnc2C(=O)N1Cc1ccc2c(c1)OCO2	-2.7	3	99	1	0	0	-4	90	96
O=C(/C=C/N1CCOCC1)c1ccc(-c2ccccc2)cc1	-35*	-4	109	1	-2	0	3	89	60
COc1cccc(OC)c1C(=O)OCC(=O)NCC(C)C	0.5	-6	87	96*	3	4	12	105	95
COC(=O)CCC(=O)Nc1sc(C)c(C)c1C(N)=O	0.9	9	101	0	10	2	8	95	103
CC(C)(C)C(=O)Nc1nnc(COc2ccc(Cl)cc2)s1	1.3	9	98	2	5	7	1	108	106
COC(=O)c1cc(CSc2nnc(NC3CCCCC3)s2)oc1C	-0.7	2	91	1	6	0	-12	94	102
O=[N+]([O-])c1ccc(S(=O)(=O)NCC(c2ccco2)N2CCc3ccccc3C2)cc1 (centres undefined)	1.1	6	93	0	7	4	10	100	97
Cc1ccc(C23CCC(=O)N2C(C(=O)O)CS3)c(C)c1 (centres undefined)	1.0	-7	100	1	3	4	-7	101	103
Cc1ccc(C2NC(=O)NC(O)(C(F)(F)F)C2C(=O)c2cccs2)o1 (centres undefined)	1.7	7	98	25	0	1	-1	103	104
CC(=O)N/C(=C\c1ccc(F)cc1)C(=O)NC(Cc1ccccc1)C(=O)O (centres undefined)	-2.4	0	98	0	0	-5	0	112	104
CCCCn1c(N)c(N(CCOC)C(=O)COC(=O)c2ccccc2OCC)c(=O)[nH]c1=O	2.8	4	110	9	1	1	-1	91	102
Cc1nn(-c2ccccc2)c2c1C(c1ccc(Cl)cc1)N(c1ccccc1)C(=O)N2 (centres undefined)	2.8	3	101	4	5	-2	8	99	102
Cc1ccc(SCCOCCN2CC(C)OC(C)C2)cc1 (centres undefined)	2.4	2	106	5	7	2	4	90	97
Cc1ccc(/C=N\NC(=O)C2COc3cc4ccccc4cc3O2)o1 (centres undefined)	0.9	4	84	3	6	1	11	118	98
O=C(CN1c2ccccc2Sc2ccccc21)N/N=C/c1ccc([N+](=O)[O-])cc1	2.0	6	87	2	4	10	1	94	97
Cc1cccc(NC(=O)Cn2nnc(-c3cccs3)n2)c1C	-2.7	10	97	1	8	0	2	96	102
CCc1ccccc1NC(=O)C1=CC(c2ccc(OC)c(OC)c2)=NS(=O)(=O)N1C	-0.3	2	104	0	1	1	-9	89	108
CCOC(=O)N1CCN(c2ccc(F)cc2[N+](=O)[O-])CC1	-1.3	-2	91	4	0	5	-4	103	96
CC(=O)N1CCN(c2ccc(NC(=O)c3cccc([N+](=O)[O-])c3)cc2)CC1	-0.2	19	95	4	6	3	13	90	98
COc1ccccc1NC(=O)Nc1nc(CC(=O)Nc2ccc(F)cc2)cs1	-1.7	-5	111	0	2	3	11	101	102
Nc1cc(N)nc(SCC(=O)NCC2CCCO2)n1 (centres undefined)	0.8	2	104	3	2	1	12	94	109
Cn1ncc2c(NCc3ccccc3)nc(NCCCO)nc21	-4.4	2	101	0	6	5	3	98	109
CC(=O)c1c(C)[nH]c(C(=O)Nc2ccc(C)cn2)c1C	-1.7	-4	110	0	4	4	-7	107	102
CC(=O)Nc1ccccc1OCC(=O)NC(C)c1ccc(F)cc1 (centres undefined)	-1.4	2	94	0	5	0	14	86	91

Compound activity (PubChem BioAssay)
